Assay outcomes from PubChem BioAssay.
Lipid storage S3 = qHTS Assay for Lipid Storage Modulators in Drosophila S3 Cells; Drosophila S3 cells, BODIPY lipid droplet fluorescence, 18-24 h; cells fed with added oleic acid; AID 2685, 2010; hit rate 0.64% among 320,000; lipid storage change, negative = inhibition, % at the top dose, mostly 46.1 µM; hits show Potency in µM; active = well fitted inhibition curve with a large enough effect in the signal ratio, with a control signal flat, not every such curve was filed as active; inconclusive = small, poorly fitted or top-dose-only effect, or effect the other way, or a change in a side signal; the % refers to the signal ratio
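Drosophila S3 cells loaded with oleic acid (400 uM, as added) and compounds at several concentrations; lipid droplets imaged by 488-nm laser-scanning cytometry, 500–530 nm intensity and object ratio to cell channel. Percent activity normalized to 20 uM Triacsin C.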
Lipid storage S3 cell count max = also measured in Lipid storage S3; calls as there; cell number change, %; measured here: cell count max response;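 cells counted by Cell Tracker Red CMTPX staining in the red channel; peak over a dose series mostly up to 46.1 µM; percent activity relative to internal control wells on each plate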
Numbers without * were called inactive; i = inactive; u = inconclusive; x = not tested or not shown; [ ] = dose if it differs, or a comment. % is set by controls: 0 for no effect and ±100 for the full control effect; potency is the fitted concentration of half-maximal effect. These rows are one share of the data; count on the stated rates, not on these rows.

cpd	SMILES	Lipid storage S3	Lipid storage S3 cell count max
1	CCc1cccc(C)c1NC(=O)CSc1nnc(Cc2csc(C)n2)o1	u	x
2	CC(=O)N/N=C\c1cccc(OC/C=C/c2ccccc2)c1	-13.4%	4.6
3	O=C(CSCC(=O)Nc1ccc2ccccc2c1)NCc1ccccc1	u	x
4	Cc1ccc(NS(=O)(=O)c2cc(C(=O)NCc3ccccn3)ccc2Cl)cc1	0.1%	1.0
5	C=C(Cl)COC(=O)C1C2C=CC(C2)C1C(=O)O (stereo not given)	-1.9%	6.3
6	O=C1CCN(C(=O)CSc2ccc(Cl)cc2)N1	u	x
7	Cc1ccc(C(=O)OCC(=O)NC2CCCC2)cc1C	20.6%	1.1
8	O=C(Nc1ccc(F)cc1)c1cccnc1Oc1ccccc1	-7.6%	-8.2
9	C=CCn1c(=O)n2ncnc2c2c3c(sc21)CCCC3	u	x
10	Cc1nn(C(C)(C)C)c(OC(=O)c2ccco2)c1Sc1ccccc1	13.6%	3.9
11	COc1cc(NC(=O)c2cccs2)ccc1NC(=O)c1ccco1	i	x
12	CC(C)NC(=O)CCc1nnc(Cc2cccc(C(F)(F)F)c2)o1	-0.1%	8.5
13	CN1C2CCC1CC(NS(=O)(=O)c1ccc(C#N)cc1)C2 (stereo not given)	-4.7%	x
14	CCSc1nnc(NC(=O)c2ccc3ccccc3n2)s1	-0.2%	-24.3
15	NC(=O)c1cc(S(=O)(=O)NCCc2ccc(S(N)(=O)=O)cc2)cs1	u	x
16	Cc1ccc(Cl)cc1Nc1nc(N2CCOCC2)nc(N2CCOCC2)n1	u	x
17	Cc1ccc(/C=C/C(=O)NCc2ccc3c(c2)OCO3)o1	u	x
18	O=C(Cn1c(=O)c(=O)n(Cc2ccccc2)c2ccc(Cl)cc21)NCC1CCCO1 (stereo not given)	3.8%	-1.7
19	COC(=O)c1cccc(NC(=O)CN2C(=O)c3ccccc3C2=O)c1	u	x
20	CCOc1cc(/C=C/c2cc(C(F)(F)F)[nH]c(=O)n2)ccc1O	-0.9%	1.0
21	O=C(c1scc2c1CCCC2)N1CCCCC1	u	x
22	CCOC(=O)C1CCCN(CCC(=O)Nc2ccccc2)C1 (stereo not given)	u	x
23	CC(=O)c1ccc(NCC(=O)N2CCN(S(=O)(=O)c3ccccc3)CC2)cc1	u	x
24	CC(C)(C)c1cc(C(=O)NNC(=O)Nc2ccccc2)n(Cc2ccccc2)n1	u	x
25	COc1ccc(NS(=O)(=O)c2cc(NC(=O)c3sccc3C)ccc2N2CCOCC2)cc1	-0.9%	31.5
26	CCN1CCN(C(=O)Nc2ccc(OC)cc2OC)CC1	i	-1.0
27	Cc1cc(/C=C2\C(=N)N3N=CSC3=NC2=O)c(C)n1Cc1ccccc1	5.8%	1.8
28	Cc1cc(C)c(C)c(OCC(=O)O/N=C(\N)c2cccnc2)c1	1.3%	9.8
29	O=C(NNc1nc2c(F)cc(F)cc2s1)C1COc2ccccc2O1 (stereo not given)	u	x
30	CCCCn1c(=N)n(CC(=O)c2ccc(OC)cc2)c2ccccc21	u	x
31	CCN1CCCC(OC(=O)c2cc(-c3ccc(C)cc3)nc3ccccc23)C1 (stereo not given)	u	x
32	NNC(=O)c1cc2c(s1)CCCCCC2	u	x
33	COc1ccc(C(=O)CSc2nc3ncccc3[nH]2)cc1OC	u	x
34	CC(C)Cc1ccc(S(=O)(=O)N2CCCC2)cc1	i	x
35	COc1ccc(S(=O)(=O)N2CC3CCCN3c3cc(C(F)(F)F)ccc32)cc1 (stereo not given)	2.3%	-1.3
36	Clc1cccc(Oc2ncccn2)c1	1.6%	x
37	O=C(Nc1ccccc1Cl)c1ccc([N+](=O)[O-])o1	u	x
38	Cc1ccc(N2CC(C(=O)OCc3ccc([N+](=O)[O-])cc3)CC2=O)cc1 (stereo not given)	u	x
39	O=C(O)C(c1ccccc1)C(c1ccccc1)c1ccccc1 (stereo not given)	-1.0%	10.2
40	CCSC1=C(C#N)C2(CCCCC2)C2=C(CC(C)(C)CC2=O)N1	u	x
41	O=C(OCC(=O)N1CCN(C(=O)c2ccco2)CC1)c1ccccc1O	u	x
42	Nn1c(Cc2cccc3ccccc23)nnc1SCCOc1ccc(Br)cc1	u	x
43	O=C(Nc1ccc(F)cc1)c1cccnc1NCCc1ccccc1	u	x
44	O=C(Nc1ccccc1-c1ccccc1)c1ccc(Br)o1	u	x
45	N#Cc1c(=O)c2nc(NCCCO)ncc2n2c(=O)c3ccccc3[nH]c12	u	x
46	CCCN1C(=O)C(NC(=O)c2ccncc2)(C(F)(F)F)C2=C1CC(C)(C)CC2=O (stereo not given)	u	x
47	Cc1ccc2nc(NC(=O)c3cccc(-c4cc5ccccc5oc4=O)c3)sc2c1	u	x
48	Cc1cc(C)cc(NC(=S)/N=C(\N)Nc2nc(C)c3ccccc3n2)c1	0.9%	-7.3
49	CC(=O)N(C)c1ccc(NC(=S)NCC(C)C)cc1	u	x
50	CCOC(=O)N1CCC2(CC1)CC(=O)c1cc(O)ccc1O2	u	x
51	CN1C(=O)Nc2cccc3cccc1c23	8.9%	-1.6
52	CC(OC(=O)c1cc(O)c2ccccc2c1O)C(=O)Nc1ccc(C(N)=O)cc1 (stereo not given)	19.3%	x
53	COc1ccc(C(C(=O)NC(C)(C)C)N(CC2CCCO2)C(=O)CCC(=O)Nc2cc(C)on2)cc1 (stereo not given)	i	x
54	COc1ccccc1NS(=O)(=O)c1cc(NC(=S)NCCN2CCOCC2)ccc1N1CCOCC1	15.1%	14.7
55	CSc1nncn1/N=C/c1ccccc1F	u	x
56	COc1cc(OC)c(C(=O)NCc2cccnc2)cc1OC	-5.9%	-2.4

Additional records follow.
cpd	SMILES	Lipid storage S3	Lipid storage S3 cell count max
57	CCCCOC(=O)c1ccc(OC(=O)N2CCOCC2)cc1	u	x
58	CC1Cc2ccccc2N1C(=O)CSc1nc2ccccc2n1CC(=O)N1CCOCC1 (stereo not given)	i	x
59	CCOc1ccc(CN2CCN(Cc3cccn3-c3cccnc3)CC2CCO)cc1 (stereo not given)	0.4%	12.8
60	Cc1cc(C)c(NC(=O)CN(C)CC(=O)N(C)CC(=O)Nc2c(Cl)cccc2Cl)c(C)c1	u	x
61	Cc1ccsc1/C=C1/SC(=O)N(CC(=O)N2CCOCC2)C1=O	-20.9%	10.4
62	CC1CN(C(=O)COc2coc(CN3CCc4ccccc4C3)cc2=O)CC(C)O1 (stereo not given)	-13.1%[0.0737 µM]	6.7
63	Cc1cc(C)n(-c2cc(N3CCN(C(=O)c4ccc(C(C)(C)C)cc4)CC3)ccc2[N+](=O)[O-])n1	-26.4%	x
64	CCn1c(COc2ccccc2C)nnc1SCc1nc2ccccc2c(=O)[nH]1	u	x
65	COc1ccc(-c2ccc(SCC(=O)N3CCOCC3)nn2)cc1	u	x
66	O=C(Nc1ccccc1)c1ccccc1NC(=O)C(F)(F)F	u	x
67	Cn1nnnc1SCC(=O)Nc1ccc(C(=O)N2CCN(Cc3ccccc3F)CC2)cc1	11.0%	22.6
68	O=C(COC(=O)COc1ccc(Cl)cc1)NC1CCS(=O)(=O)C1 (stereo not given)	u	x
69	CC(C)(Cc1ccccc1)/[N+]([O-])=C\c1ccccc1	u	x
70	CCOC(=O)C1CCN(Cc2nc(-c3ccc(OC)c(OC)c3)no2)CC1	12.7%	8.6
71	Cn1cc([N+](=O)[O-])c(C(=O)N/N=C/c2cc3c(cc2Br)OCO3)n1	12.7%	19.3
72	CCn1nc(C(=O)OCc2c(C)noc2C)c2ccccc2c1=O	u	x
73	Cc1ccc(NC(=O)c2ccc3c(c2)nnn3C)cc1	-25.3%	-16.3
74	Nc1nc(SCc2nc3sc4c(c3c(=O)[nH]2)CCCC4)n[nH]1	u	x
75	O=C(CCNC(=O)c1ccco1)Nc1ccc(Cl)c(C(F)(F)F)c1	-7.1%	21.8
76	Cc1ccc(CSc2ccc3nnc(-c4ccccn4)n3n2)cc1	u	x
77	CS(=O)(=O)N1CCc2cc(C(=O)Nc3ccccc3Cl)ccc21	u	x
78	O=C(NCCc1ccccc1)C1CCCN1C(=O)Nc1ccc(Cl)cc1 (stereo not given)	14.4%	-13.4
79	CC(=O)Oc1ccc(C(=O)Nc2ccc(S(=O)(=O)NCC3CCCO3)cc2)cc1 (stereo not given)	-20.2%	13.9
80	O=C(c1cccs1)c1ccc(-c2cccs2)s1	u	x
81	COc1cccc([C@@H]2Oc3ccc(OC)cc3C(=O)[C@H]2O)c1	u	x
82	O=c1c(Cc2ccccc2)c(O)ccn1CCc1cnc[nH]1	u	x
83	COc1ccc(/C=C/C(=O)OCC(=O)c2c(N)n(C)c(=O)n(C)c2=O)c(OC)c1	u	x
84	CC(C)S(=O)(=O)N1CCN(c2ccnc3cc(Cl)ccc23)CC1	-1.0%	-1.1
85	Nn1c(SCC(=O)N2CCCCC2)nnc1-c1ccncc1	16.1%	5.5
86	COC(=O)C(=NNc1c(C)n(C)n(-c2ccccc2)c1=O)C(=O)OC	-3.4%	-0.1
87	O=C(Cc1ccccc1)NCC1CCCO1 (stereo not given)	u	x
88	Cc1ccc(S(=O)(=O)N(C)c2ccc(OC(C)C(=O)N3CCCC3)cc2)cc1C (stereo not given)	u	x
89	Cc1cc(NC(=O)Cn2cnc3c(nnn3-c3ccc(C)c(Cl)c3)c2=O)no1	u	x
90	O=C(NCC1CCCO1)c1cccc(Br)c1 (stereo not given)	u	x
91	O=S(=O)(CCNCc1cccs1)c1ccc(Cl)cc1	-8.0%	-12.3
92	Cc1ccc(-c2cnc(-c3ccncc3)o2)cc1	u	x
93	CC(C)(C)C(=O)OC/C(N)=N/OC(=O)c1ccc(Cl)cc1	-0.1%	1.2
94	COc1cc2cc(C(=O)N[C@@H](Cc3ccccc3)C(=O)O)n(C)c2c(OC)c1OC	15.3%	24.3
95	COc1ccc(/C=C(/NC(=O)c2ccccc2)C(=O)NC(Cc2c[nH]c3ccccc23)C(=O)O)cc1 (stereo not given)	u	x
96	COc1ccc(N2CCN(C(CNC(=O)C(C)C)c3ccc4c(c3)OCO4)CC2)cc1 (stereo not given)	u	x
97	COc1ccc(Nc2nc(NCc3ccco3)nc(N/N=C/c3ccccc3F)n2)cc1	10.2%	-12.6
98	CCOC(=O)C1CCN(C(=O)COc2ccc3c(C)cc(=O)oc3c2)CC1	i[0.0737 µM]	-6.7
99	CCOC(=O)N1CCN(C(=O)c2ccc(OCC)cc2)CC1	-25.4%	-14.5
100	COC(=O)CN1CCN(C(=O)c2ccco2)CC1	u	x
101	CC(=O)c1ccc(S(=O)(=O)N(C)CC(=O)NCc2ccco2)cc1	u	x
102	CC(=O)c1ccc(N(C(=O)CNC(=O)c2cccs2)C(C(=O)NCC2CCCO2)c2ccccc2)cc1 (stereo not given)	u	x
103	COc1ccc(NC(=O)CN2C(=O)c3ccccc3S2(=O)=O)cc1OC	u	x
104	CC1CCc2cc(F)ccc2N1C(=O)C1(C)CC1(Cl)Cl (stereo not given)	u	x

Exported with two lines to a compound: entries from further up
The line under a structure holds: Lipid storage S3	Lipid storage S3 cell count max
102	CC(=O)c1ccc(N(C(=O)CNC(=O)c2cccs2)C(C(=O)NCC2CCCO2)c2ccccc2)cc1 (stereo not given)
→ u	x
100	COC(=O)CN1CCN(C(=O)c2ccco2)CC1
→ u	x
101	CC(=O)c1ccc(S(=O)(=O)N(C)CC(=O)NCc2ccco2)cc1
→ u	x
99	CCOC(=O)N1CCN(C(=O)c2ccc(OCC)cc2)CC1
→ -25.4%	-14.5
98	CCOC(=O)C1CCN(C(=O)COc2ccc3c(C)cc(=O)oc3c2)CC1
→ i[0.0737 µM]	-6.7

Other entries follow.
cpd	SMILES	Lipid storage S3	Lipid storage S3 cell count max
105	NS(=O)(=O)c1ccc(CCNC(=O)c2nc(CS(=O)(=O)c3ccc(Cl)cc3)no2)cc1	i	-15.0
106	CSc1nc(Oc2ccc3ccccc3c2)c2ccccc2n1	i	x
107	C/C(=C\c1cccc(Br)c1)C(=O)c1c(C)cc(C)[nH]c1=O	-1.9%	-17.6
108	Cc1ccc(NCc2nnc(SCC(=O)Nc3cc(C)on3)n2C)cc1	0.8%	6.6
109	Cc1ccc(S(=O)(=O)N2CCOCC2)cc1NC(=O)COC(=O)COc1cccc2c1OC(C)(C)C2	u	x
110	CN1CCN(c2nc3nonc3nc2N2CCN(C)CC2)CC1	u	x
111	CN(CC(=O)Nc1ccccc1Cl)C(=O)COC(=O)c1ccc(Cl)nc1	14.5%[0.0737 µM]	4.0
112	Cc1ccc(-c2nnn(CC(=O)N(c3ccc4c(c3)OCCO4)C(C(=O)NCC3CCCO3)c3ccc(F)cc3)n2)o1 (stereo not given)	14.0%	x
113	COc1ccc(C=C2c3ccccc3C(=O)c3ccccc32)c(OC)c1	u	x
114	COc1cc(C2=NOC(C(=O)N3CCN(c4ccc(F)cc4)CC3)C2)cc(OC)c1OC (stereo not given)	u	x
115	CC(=C\c1ccccc1)/C=C1/SC(=S)N(C(C(=O)O)C(C)C)C1=O (stereo not given)	7.6%	13.1

Reprinted at random: 5 compounds from above.
cpd	SMILES	Lipid storage S3	Lipid storage S3 cell count max
111	CN(CC(=O)Nc1ccccc1Cl)C(=O)COC(=O)c1ccc(Cl)nc1	14.5%[0.0737 µM]	4.0
109	Cc1ccc(S(=O)(=O)N2CCOCC2)cc1NC(=O)COC(=O)COc1cccc2c1OC(C)(C)C2	u	x
110	CN1CCN(c2nc3nonc3nc2N2CCN(C)CC2)CC1	u	x
108	Cc1ccc(NCc2nnc(SCC(=O)Nc3cc(C)on3)n2C)cc1	0.8%	6.6
115	CC(=C\c1ccccc1)/C=C1/SC(=S)N(C(C(=O)O)C(C)C)C1=O (stereo not given)	7.6%	13.1
